# Cneo AK release: causes C. neoformans cell lysis | adenylate kinase release luminescence, 4 h; normalised: neutral wells 0, clomiphene wells 100 | lysis activity, % at 15 µM | 360,000 tested, 0.2% active;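 active = mean lysis activity across replicates of at least 80%, whatever share of replicates individually reach that level; inactive = mean lysis activity below 80%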
#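 Assay system: log-phase C. neoformans yeast / Quantity: yeast cell density of 5 × 10^6 cells/mL / Medium: fresh YPD growth medium / Compound: single dose / Timing: static 4 h at 37 °C with compound, 1 h detection / Measured by: adenylate kinase release luminescence / Read-out: lysis from increased AK signal / Benchmarks: Clomiphene as positive lysis control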
# ERAP1 HTS inh: inhibitors of human ERAP1 aminopeptidase | recombinant ERAP1, Leu-AMC fluorescence, 60 min | 340,000 tested, 0.15% active | Q9NZ08 | inhibition, % at 10.7 µM;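 active = mean replicate inhibition of at least 30%, or all replicates individually reaching that 30% level; inactive = mean below 30% and not every replicate reaching it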;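 note: 0% = neutral control wells and 100% = L-leucinethiol positive control wells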
# Target sequence (Q9NZ08 whole entry, looked up): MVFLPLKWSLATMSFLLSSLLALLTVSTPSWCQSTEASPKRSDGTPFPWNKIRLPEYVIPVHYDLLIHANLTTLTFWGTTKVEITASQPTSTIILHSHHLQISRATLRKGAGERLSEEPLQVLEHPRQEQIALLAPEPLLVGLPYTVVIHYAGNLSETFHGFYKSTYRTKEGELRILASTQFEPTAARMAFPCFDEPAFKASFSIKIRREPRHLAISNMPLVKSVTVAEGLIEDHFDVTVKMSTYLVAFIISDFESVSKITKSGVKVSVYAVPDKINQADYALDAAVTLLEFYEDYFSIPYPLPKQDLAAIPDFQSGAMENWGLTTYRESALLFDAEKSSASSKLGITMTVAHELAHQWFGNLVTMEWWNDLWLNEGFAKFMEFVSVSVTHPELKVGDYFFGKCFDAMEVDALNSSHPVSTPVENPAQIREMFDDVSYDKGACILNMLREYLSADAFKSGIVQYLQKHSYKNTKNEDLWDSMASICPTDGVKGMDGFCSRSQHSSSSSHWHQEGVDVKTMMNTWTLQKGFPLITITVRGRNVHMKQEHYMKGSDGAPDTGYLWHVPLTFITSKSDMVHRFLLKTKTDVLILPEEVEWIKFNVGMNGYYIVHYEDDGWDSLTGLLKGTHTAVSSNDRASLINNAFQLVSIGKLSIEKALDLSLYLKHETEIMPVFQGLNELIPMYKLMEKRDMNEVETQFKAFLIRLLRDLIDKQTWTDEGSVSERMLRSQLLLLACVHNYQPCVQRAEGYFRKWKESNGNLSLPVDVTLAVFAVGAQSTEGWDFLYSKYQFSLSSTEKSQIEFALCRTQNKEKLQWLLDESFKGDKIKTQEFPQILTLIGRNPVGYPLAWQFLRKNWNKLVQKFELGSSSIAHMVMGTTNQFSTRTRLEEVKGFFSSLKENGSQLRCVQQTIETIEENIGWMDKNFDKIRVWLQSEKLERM
# PGC1a acetyl inh: modulators of PGC1a acetylation; U2OS PGC1a acetylation, AlphaScreen anti-acetyl-lysine; with virally co-expressed GCN5 acetyltransferase; inhibition, % at 15.6 µM; 350,000 tested, 0.17% active; AID 651687;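 active = every replicate shows inhibition of at least 40%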;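 note: 0% = neutral control wells and 100% = positive control wells; some results beyond the cut were filed as inactive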
# E-selectin induc: E-selectin induction on HUVECs. P16581. activation, % at 7.58 µM. HUVEC E-selectin immunofluorescence imaging; normalized: neutral wells 0, TNF-alpha wells 100. 260,000 tested, 0.37% active;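 active = mean E-selectin-positive cell signal at least 10% of the positive control, reached in at least 60% of replicates, without over 20% cell loss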;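 note: in these data hits start at about 27%; measured in HUVEC primary endothelial cells; signal is the percent of cells scored E-selectin positive by PE staining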
#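 material = human umbilical vein endothelial cells (HUVEC), E-selectin induction | quantity = 3,000 cells/well | medium = EGM-2 growth medium on 0.1% gelatin-coated wells | technique = immunofluorescence imaging | read-out basis = % PE-positive cells | control set = TNF-alpha positive control, DMSO neutral control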
# RAD54 branch: blocks human RAD54 Holliday junction branch migration | Q92698 | FAM/BHQ fluorescence | inhibition, % at 10.4 µM | 360,000 tested, 0.14% active;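 active = mean normalized replicate activity at least 40 and at least half of replicates scoring 40 or more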;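 note: 0% = median of neutral control wells and 100% = median of positive control wells; inhibitors cause a drop in the FAM fluorescence signal; in these data hits start at about 50%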
# RAD52 anneal inh: inhibitors of human RAD52 DNA annealing | AID 651710 | 360,000 tested, 0.46% active | inhibition, % at 18.7 µM | recombinant RAD52 DNA annealing, FRET fluorescence | P43351;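 active = every replicate showing at least 50% inhibition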
# PglD DTNB: blocks C. jejuni PglD acetyltransferase activity | purified PglD enzyme, DTNB colorimetric CoA detection | inhibition, % at 12.5 µM | 360,000 tested, 0.098% active; in the data active = inhibition above about 16%, passing the limit was not always enough; note: strong numbers were not always called active
# miR-122 sensor: blocks miR-122 activity in Huh7 sensor cells; 340,000 tested, 0.3% active; Huh7 miR-122 Renilla luciferase sensor, 48 h; neutral wells = 0, positive control = 100; activation (reporter increase), % at 12.5 µM;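 active = mean replicate activation score at least 90 and every replicate individually at or above 90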;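 note: higher luciferase means less miR-122 activity so hits act as miR-122 inhibitors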
# Numbers without * were called inactive; . = not tested or not shown; & = joins results of further samples. These rows are one share of the data (hit frequency here may not be typical).
# A first look:
No. | compound | PglD DTNB | Cneo AK release | PGC1a acetyl inh | RAD54 branch | miR-122 sensor | E-selectin induc | ERAP1 HTS inh | RAD52 anneal inh
1 | O=C1N(c2ccccc2)c2ccccc2C1(Cc1ccncc1)Cc1ccncc1 | 1 | -1 | 5 | 8 | -7 | 2.6 | 2 | -9
2 | COc1ccccc1OCC(O)COC(N)=O (stereo unspecified) | 1 | 0 | 1 | 17 | -2 | 0.0 | 2 | -7
3 | Cc1cc2c(s1)Nc1ccccc1N=C2N1CCN(C)CC1 | 3 | 1 | 20 | -6 | 5 | 0.0 | 2 | 13
4 | CCCCCCCCO | -5 | -2 | -5 | 1 | 3 | . | 4 | -4
5 | CCCn1ncc(CN2CCCC(C(=O)c3cccc(OC(C)C)c3)C2)c1C (stereo unspecified) | . | . | -10 | . | -4 | 0.0 | 0 | -6
6 | CC(C)(CO)[C@@H](O)C(=O)NCCC(=O)O | -6 | 0 | 7 | -2 | -2 | . | . | .

# The whole of this part, previewed entries included:
No. | compound | PglD DTNB | Cneo AK release | PGC1a acetyl inh | RAD54 branch | miR-122 sensor | E-selectin induc | ERAP1 HTS inh | RAD52 anneal inh
1 | O=C1N(c2ccccc2)c2ccccc2C1(Cc1ccncc1)Cc1ccncc1 | 1 | -1 | 5 | 8 | -7 | 2.6 | 2 | -9
2 | COc1ccccc1OCC(O)COC(N)=O (stereo unspecified) | 1 | 0 | 1 | 17 | -2 | 0.0 | 2 | -7
3 | Cc1cc2c(s1)Nc1ccccc1N=C2N1CCN(C)CC1 | 3 | 1 | 20 | -6 | 5 | 0.0 | 2 | 13
4 | CCCCCCCCO | -5 | -2 | -5 | 1 | 3 | . | 4 | -4
5 | CCCn1ncc(CN2CCCC(C(=O)c3cccc(OC(C)C)c3)C2)c1C (stereo unspecified) | . | . | -10 | . | -4 | 0.0 | 0 | -6
6 | CC(C)(CO)[C@@H](O)C(=O)NCCC(=O)O | -6 | 0 | 7 | -2 | -2 | . | . | .
7 | N=C(N=C(N)N)N1CCOCC1 | -1 | 1 | . | -6 | 2 | 0.2 | -2 | 1
8 | CC(=O)O[C@]1(C(C)=O)CC[C@H]2[C@@H]3C=C(Cl)C4=CC(=O)[C@@H]5C[C@@H]5[C@]4(C)[C@H]3CC[C@@]21C | 5&-3 | -1&7 | -2&20 | -2&2 | -1&2 | -0.3 | 9&0 | 9&7
9 | Cc1cc(C)nc(/N=C(\N)Nc2ccc(S(N)(=O)=O)cc2)n1 | 4 | 3 | 4 | -1 | 0 | -2.5 | -3 | 29
10 | CN(C)CCCN1c2ccccc2Sc2ccccc21 | -1 | 4 | -46 | 10 | -5 | -0.2 | 2 | 29
11 | Cc1coc2c1C(=O)C(=O)c1c-2ccc2c1CCCC2(C)C | -5 | -2 | -12 | 2 | -3 | . | . | -5
12 | CC(C)Cc1ccc(C(C)C(=O)O)cc1 (stereo unspecified) | -7 | 1 | . | -1 | -5 | 0.0 | 1 | 5
13 | CC1=NN(c2ccccc2)C(=O)C1 | 3 | 0 | -14 | 3 | -4 | 0.0 | 0 | -3
14 | CC(=O)NCCCCCC(=O)O | 2 | -1 | 15 | 1 | -1 | 0.0 | -1 | -13
15 | CN(C)C/C=C(/c1ccc(Br)cc1)c1cccnc1 | -3 | 0 | . | 6 | 0 | 0.0 | -1 | 0
16 | CN1CCC(=C2c3ccccc3CCc3sccc32)CC1 | -1 | 1 | -42 | 9 | -6 | . | . | .
17 | CC1(C)OC2CC3C4CC(F)C5=CC(=O)C=CC5(C)C4(F)C(O)CC3(C)C2(C(=O)CO)O1 (stereo unspecified) | -1 | -3 | 2 | -7 | 6 | 0.0 | 0 | -8
18 | CCOc1ccc(S(=O)(=O)N2CCCCCC2)c2ccccc12 | -1 | 4 | -14 | 3 | 81 | . | . | .
19 | COc1ccc(CN(CCN(C)C)c2ccccn2)cc1 | -2&-4&-5 | -1&-2&-2 | 2&-8 | -6&3&-5 | -13&1&1 | 0.6&-0.4&3.1 | -3&-1&-1 | 4&-5&6
20 | CC(=O)N1C[C@H](O)C[C@H]1C(=O)O | -5 | 1 | 9 | 6 | 3 | 0.0 | 0 | 10
21 | COc1c(O)cc2c(c1O)C1OC(CO)C(O)C(O)C1OC2=O (stereo unspecified) | 8 | 0 | 9 | -7 | 2 | 1.1 | -5 | -5
22 | O=C(Cn1ccnc1[N+](=O)[O-])NCCO | 1 | 0 | -9 | -10 | 0 | 4.4 | 0 | 9
23 | CC(C)Cn1cnc2c1c(=O)n(C)c(=O)n2C | 4 | 2 | -4 | 11 | -4 | 0.1 | 2 | 4
24 | Cc1onc(-c2ccccc2Cl)c1C(=O)N[C@@H]1C(=O)N2[C@@H]1SC(C)(C)[C@@H]2C(=O)O | 0&-5 | -4&1 | -3&-13 | -13&5 | -1&-4 | 0.0&-2.5 | 2&1 | -8&-7

# Quoted at random: three entries already listed, in no set order.
No. | compound | PglD DTNB | Cneo AK release | PGC1a acetyl inh | RAD54 branch | miR-122 sensor | E-selectin induc | ERAP1 HTS inh | RAD52 anneal inh
5 | CCCn1ncc(CN2CCCC(C(=O)c3cccc(OC(C)C)c3)C2)c1C (stereo unspecified) | . | . | -10 | . | -4 | 0.0 | 0 | -6
18 | CCOc1ccc(S(=O)(=O)N2CCCCCC2)c2ccccc12 | -1 | 4 | -14 | 3 | 81 | . | . | .
23 | CC(C)Cn1cnc2c1c(=O)n(C)c(=O)n2C | 4 | 2 | -4 | 11 | -4 | 0.1 | 2 | 4

# Next compounds follow.
No. | compound | PglD DTNB | Cneo AK release | PGC1a acetyl inh | RAD54 branch | miR-122 sensor | E-selectin induc | ERAP1 HTS inh | RAD52 anneal inh
25 | C=C1c2cccc(O)c2C(=O)C2C(=O)[C@]3(O)C(=O)C(C(N)=O)C(=O)[C@@H](N(C)C)[C@@H]3[C@@H](O)[C@H]12 (stereo partly specified) | 1 | 2 | 2 | -1 | -5 | -0.1 | 7 | 7
26 | c1ccc2c(CC3=NCCN3)cccc2c1 | -3 | -2 | 3 | -7 | -4 | 0.1 | -2 | 17
27 | O=c1cc[nH]c(=O)[nH]1 | 4 | -2 | -2 | 2 | -3 | -2.2 | 1 | -7
28 | C/C=C/C=N\NC(=O)c1ccncc1 | -3 | -1 | . | -11 | -3 | 0.5 | -3 | 1
29 | C[C@H]1COc2c(N3CCN(C)CC3)c(F)cc3c(=O)c(C(=O)O)cn1c23 | -1 | -2 | 0 | 18 | 4 | 0.1 | 1 | 2
30 | Nc1ccc(C(=O)Nc2ccccc2N)cc1 | 2 | -5 | -4 | -15 | 46 | 0.0 | 0 | -12
31 | CC(=O)[C@H]1CC[C@H]2[C@@H]3C[C@H](C)C4=CC(=O)CC[C@]4(C)[C@H]3[C@@H](O)C[C@]12C | 5 | -1 | -11 | 6 | -2 | -2.3 | 0 | -20
32 | C[C@H](CCC(=O)O)[C@H]1CC[C@H]2[C@@H]3[C@@H](O)C[C@@H]4C[C@H](O)CC[C@]4(C)[C@H]3CC[C@]12C | -1 | -2 | 8 | 3 | -5 | -0.3 | 2 | -174
33 | C[C@]12CC[C@H]3[C@@H](CCC4=CC(=O)CC[C@@]43C)[C@@H]1CC[C@@H]2C(=O)CO | -7 | 3 | 0 | -1 | -6 | -0.3 | -1 | -16
